Screens (PubChem)
NSD2 inh: inhibitors of human histone methyltransferase NSD2; O96028; actives 0.54% (n = 310,000); inhibition, % at 12.5 µM; NSD2 peptide methylation, AlphaScreen, 120 min; AID 743445; in the data active means inhibition above about 50%
Keap1 Nrf2 FP: Keap1-Nrf2 (human) interaction inhibition; Q14145; Keap1 Kelch-Nrf2 peptide fluorescence polarization, 1536-well; inhibition, % at 9.4 µM; actives 0.15% (n = 340,000); in the data active means inhibition above about 12%;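 further: human Keap1 Kelch domain with fluorescein labeled Nrf2 9mer peptide probe; 0% = neutral control wells and 100% = peptide positive control; higher means more block of Keap1 binding to Nrf2 peptide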
V-ATPase pH: alters yeast V-ATPase proton transport; actives 0.37% (n = 350,000); S. cerevisiae, pHLuorin cytosolic pH fluorescence; response, % at 10 µM; AID 504577; in the data active means response mostly above about 7.3%, no sharp cut-off; inactive means mostly below about 5.4%; further: actives read high; inactives centre near 0; some compounds called inactive have numbers as strong as hits; reference of the scale not given here
Arr AP2 block: inhibitors of human beta-arrestin and AP2 interaction; FITC-arrestin peptide / GST-AP2 beads, flow cytometry; AP2 beta2 appendage carries R879A mutation; inhibition, % at 10 µM; actives 0.31% (n = 340,000); AID 504490;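 active means inhibition above a set limit, near 3 SD of compounds lacking own fluorescence, cut at about 54% in these data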;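 further: plate controls were DMSO wells for no effect and 5 µM unlabelled arrestin peptide for full effect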
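Assay system: GST-AP2 R879A bound to glutathione beads, E. coli-expressed; Medium: PBS with 0.05% Tween 20 and 0.1% BSA; Also added: fluorescein-tagged arrestin peptide at 50 nM final; Timing: 12 min plus 1 h, RT; Measured by: flow cytometry, FL1 (488/535 nm); Evaluation: percent drop in bead-associated FITC signal.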
CAL PDZ FP-1: inhibitors of human CAL PDZ peptide binding. inhibition, % at 20 µM. AID 504414. actives 0.02% (n = 330,000). purified CAL PDZ, TMR-peptide fluorescence polarization, 1 h;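 active means highest replicate inhibition of at least 40%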;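 further: plate controls were DMSO neutral control wells for no effect and unlabeled competitor peptide control wells for full effect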
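Assay system – tagged CAL PDZ protein CerCALP, purified · Timing – 1 h at RT · Compound – single point, 20 µM · Measured by – fluorescence polarization from S- and P-plane intensities, G-factor corrected · Evaluation – inhibition from polarization loss · Probe or stimulus – TMR reporter peptide T*-PRC34 · Buffer or medium – pH 7.4 phosphate-saline buffer, reducing agent, detergent, IgG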
DAGLB inhibitor: diacylglycerol lipase beta (human) inhibition; AID 504411; inhibition, % at 5.17 µM; actives 0.059% (n = 340,000); HEK293T DAGLB membrane lysate, EnzChek fluorogenic substrate; in the data active means inhibition above about 34%;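 further: 0% = enzyme with vehicle and 100% = wells lacking enzyme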
LANA DNA inh: KSHV C-LANA DNA binding inhibition; actives 0.078% (n = 340,000); inhibition, % at 9 µM; MBP-C-LANA/FAM-LBS DNA binding, fluorescence polarization; AID 504423;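 active means highest replicate inhibition at or above 60% at 9 µM, even if other replicates fall short; inactive means all replicates below 60% inhibition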;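 further: 0% = neutral control wells and 100% = 4 µM acridine orange control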
RTF Ca sens inh: cardiac RTF calcium desensitization. P19429+P45379. IANBD-labeled cardiac RTF, Ca2+ fluorescence. inhibition, % at 7.15 µM. actives 0.12% (n = 340,000);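 active means inhibition above the mean inhibition of all tested compounds plus 3 SD, cut at about 17% in these data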;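 further: assay run at fixed EC70 calcium of 1.6 mM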
Pemphigus Ab inh: human desmoglein-3 autoantibody binding inhibition. P32926. DSG3-coupled beads, scFv-anti-DSG3-GFP binding, flow cytometry; hits give low values. binding (percent of control), % at 10 µM. actives 0.48% (n = 310,000). AID 588358;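 active means binding more than 3 SD below its plate's average and above zero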;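 further: hits lower antibody fragment binding to DSG3; some compounds called inactive have numbers as strong as hits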
Target sequence (P32926 whole entry, looked up, the tested form may be a part): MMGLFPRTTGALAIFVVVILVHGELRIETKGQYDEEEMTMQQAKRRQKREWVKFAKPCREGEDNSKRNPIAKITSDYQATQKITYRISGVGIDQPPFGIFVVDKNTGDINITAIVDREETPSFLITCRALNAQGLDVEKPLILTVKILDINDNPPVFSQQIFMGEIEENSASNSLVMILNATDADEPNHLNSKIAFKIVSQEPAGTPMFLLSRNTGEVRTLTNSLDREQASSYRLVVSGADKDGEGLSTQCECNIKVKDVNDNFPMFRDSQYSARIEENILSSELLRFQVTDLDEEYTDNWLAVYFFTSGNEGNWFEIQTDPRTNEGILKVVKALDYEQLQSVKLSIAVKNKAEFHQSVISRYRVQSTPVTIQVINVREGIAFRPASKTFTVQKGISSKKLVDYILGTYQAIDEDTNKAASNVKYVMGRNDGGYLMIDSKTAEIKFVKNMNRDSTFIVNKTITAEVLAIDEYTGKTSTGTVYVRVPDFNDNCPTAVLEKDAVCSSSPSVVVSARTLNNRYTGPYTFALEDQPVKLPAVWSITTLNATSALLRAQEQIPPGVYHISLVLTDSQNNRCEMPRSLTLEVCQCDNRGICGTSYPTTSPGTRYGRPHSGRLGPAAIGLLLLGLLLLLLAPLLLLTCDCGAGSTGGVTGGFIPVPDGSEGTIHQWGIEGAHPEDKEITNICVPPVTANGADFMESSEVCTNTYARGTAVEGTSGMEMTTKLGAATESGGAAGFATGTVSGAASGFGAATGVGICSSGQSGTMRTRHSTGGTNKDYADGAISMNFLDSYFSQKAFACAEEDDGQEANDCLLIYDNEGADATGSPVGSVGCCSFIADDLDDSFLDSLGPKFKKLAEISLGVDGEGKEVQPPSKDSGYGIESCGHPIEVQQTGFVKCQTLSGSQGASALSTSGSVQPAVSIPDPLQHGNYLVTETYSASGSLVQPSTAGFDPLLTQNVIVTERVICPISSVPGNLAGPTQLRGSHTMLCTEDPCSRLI
CAL PDZ FP-2: blocks peptide binding to the human CAL PDZ domain; AID 602252; purified CAL PDZ, TMR-peptide fluorescence polarization, 1 h; inhibition, % at 24.9 µM; actives 0.92% (n = 300,000);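 active means mean inhibition of at least 30% with at least half of replicates also reaching 30%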;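 further: 0% = DMSO neutral control and 100% = excess unlabeled competitor peptide PRC23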
* marks the source's active call; other numbers are inactive results; / = not tested or not shown. Some of the compounds tested; the hit share may differ from the screen's.

SMILES	NSD2 inh	Keap1 Nrf2 FP	V-ATPase pH	Arr AP2 block	CAL PDZ FP-1	DAGLB inhibitor	LANA DNA inh	RTF Ca sens inh	Pemphigus Ab inh	CAL PDZ FP-2
O=C1CC(c2ccccc2Cl)C2=C(COC2=O)N1 (configuration not stated)	0	3	0	-8	-0.5	-2	0.6	1	98	/
COc1ccc(Cl)cc1NC(=O)C1CC(=O)N(c2ccc(F)cc2)C1 (configuration not stated)	0	-4	3	3	/	-2	0.0	6	105	-7
Cc1ccc(C(=O)N/C(=C/c2cccnc2)C(=O)O)cc1	1	-8	2	-3	-3.2	1	-0.3	-6	118	-1
Cc1c(OCC(=O)NCCN2CCOCC2)ccc2c(-c3ccccc3)cc(=O)oc12	-2	-4	1	20	-1.9	-5	0.0	0	104	-1
CC(C)C(C)(C#N)NC(=O)CSc1nc(C2CCCCC2)n(-c2ccccc2)n1 (configuration not stated)	-2	-3	7	2	-2.3	-6	2.7	10	135	-1
O=C(NCCCN1CCCC1)c1cc2c(Cl)nc3ccccc3c2s1	/	-3	-1	-1	-7.9	0	-3.4	8	108	-1
COc1ccc(C(CC(=O)N2CCCCC2)c2c(OC)cc(OC)c3c(-c4ccccc4)cc(=O)oc23)cc1 (configuration not stated)	/	2	5	/	-1.5	-2	1.9	-4	95	-4
C/C(=N\NC(=O)c1nnn(-c2nonc2N)c1CSc1ccc(Cl)cc1)c1ccco1	-1	-4	8	40	-2.6	2	0.8	2	100	-7
COCCn1nnnc1C(c1ccc(OC)cc1)N1CCN(C(=O)c2ccco2)CC1 (configuration not stated)	-3	-1	-5	-3	-1.6	0	-0.8	-5	101	1
COC(=O)CNC(c1ccccc1)c1cc(Br)ccc1NS(=O)(=O)c1ccc(C)cc1 (configuration not stated)	0	-2	4	5	-2.2	-12	-1.3	-2	118	-1
Cc1cc2oc3ccc(NCCC4CCCN4C)cc3c(=O)c2cc1C (configuration not stated)	/	-4	-6	1	4.8	4	-1.4	5	109	0
Cc1oc(-c2ccc(F)cc2)nc1CN1CCCC(C(=O)N2CCOCC2)C1 (configuration not stated)	-5	-3	6	13	-0.4	0	-1.2	-9	100	3
COc1cc2c(cc1OC)C(C(=O)Nc1cc(OC)c(OC)c(OC)c1)C(c1cccnc1)N(C)C2=O (configuration not stated)	-1	1	0	-3	-0.2	1	13	2	107	1
CSCc1ccc(C(=O)Nc2cccc(C)c2C)cc1	1	0	0	1	-2.3	-2	-0.8	-2	94	-2
Fc1ccc(OCc2nc(-c3ccncc3)n[nH]2)cc1	2	-5	0	12	-0.6	1	0.0	-1	107	4
COc1ccc(OCCNS(=O)(=O)c2cccc([N+](=O)[O-])c2)cc1	0	3	-1	-28	-0.6	0	-1.0	0	107	-11
CN(C)S(=O)(=O)Nc1cc(Cl)cc(Cl)c1	-4	-3	-4	4	-1.1	-1	-1.9	-3	99	-5
COC(=O)C1=C(C)NC(C)=C(C(=O)OC)C1C(=O)OCc1nnc(-c2ccccc2Cl)o1	-3	1	1	-7	-3.6	3	0.3	-21	105	4
Cc1ccc(S(=O)(=O)NC2CCCCC2)c(C)c1NS(C)(=O)=O	2	1	-3	10	-0.5	2	0.2	-7	111	-4
O=C(NC1(C(F)(F)F)NC(=O)N(Cc2ccco2)C1=O)c1cccnc1 (configuration not stated)	/	-5	3	9	-2.0	2	2.0	2	102	2
COc1ccc(OC)c(NC(=O)CSc2nnc(C)n2Cc2ccccc2)c1	-1	2	3	9	-3.4	1	-3.5	-6	/	-6
O=c1[nH]c2ccc(NS(=O)(=O)c3ccc4ccccc4c3)cc2[nH]1	-2	0	0	13	-0.9	3	0.7	-11	95	1
CCc1nc(Sc2nnnn2-c2ccccc2)c2c3c(sc2n1)CCCC3	0	-1	0	1	-0.4	-3	0.0	5	89	1
CCOC(=O)c1ccc(N2C(=O)Cc3ccccc3C2=O)cc1	3	-4	1	-9	-1.5	2	-0.9	7	113	1
CN1OC[C@@H]2CN(Cc3cc(Cl)cc(Cl)c3)[C@H](c3cccc(Oc4ccccc4)c3)C[C@@H]21	/	-2	-1	-8	0.4	-12	5.2	3	103	4
COc1ccc(NC(=O)C23CC4CC(C2)CC(n2cnc(Br)n2)(C4)C3)c(OC)c1	1	-4	0	11	-1.8	-2	0.9	-17	102	1
Cc1cc(=O)oc2c3c(cc(OCC(=O)NCc4cccnc4)c12)OC(C)(C)CC3	/	-5	3	-2	-0.6	-2	-1.0	7	/	-4
Cc1ccc(NC(=O)NC2CCCCC2)c(C)c1	6	1	0	6	-0.3	-1	3.6	6	100	-8
COc1ccc(CN(CCC#N)C(=S)NC(=O)c2ccccc2)cc1	1	1	5	-7	0.1	2	-0.2	-4	99	-1
COc1ccc(C2C(C(=O)NCCN3CCOCC3)c3ccccc3C(=O)N2C)cc1OC (configuration not stated)	-3	-2	1	0	-1.0	0	-1.5	-1	/	2

10 structures from above, arranged by molecular weight, lowest first:
SMILES	NSD2 inh	Keap1 Nrf2 FP	V-ATPase pH	Arr AP2 block	CAL PDZ FP-1	DAGLB inhibitor	LANA DNA inh	RTF Ca sens inh	Pemphigus Ab inh	CAL PDZ FP-2
Cc1ccc(NC(=O)NC2CCCCC2)c(C)c1	6	1	0	6	-0.3	-1	3.6	6	100	-8
CN(C)S(=O)(=O)Nc1cc(Cl)cc(Cl)c1	-4	-3	-4	4	-1.1	-1	-1.9	-3	99	-5
CCOC(=O)c1ccc(N2C(=O)Cc3ccccc3C2=O)cc1	3	-4	1	-9	-1.5	2	-0.9	7	113	1
COc1ccc(OCCNS(=O)(=O)c2cccc([N+](=O)[O-])c2)cc1	0	3	-1	-28	-0.6	0	-1.0	0	107	-11
Cc1ccc(S(=O)(=O)NC2CCCCC2)c(C)c1NS(C)(=O)=O	2	1	-3	10	-0.5	2	0.2	-7	111	-4
O=C(NC1(C(F)(F)F)NC(=O)N(Cc2ccco2)C1=O)c1cccnc1 (configuration not stated)	/	-5	3	9	-2.0	2	2.0	2	102	2
CCc1nc(Sc2nnnn2-c2ccccc2)c2c3c(sc2n1)CCCC3	0	-1	0	1	-0.4	-3	0.0	5	89	1
Cc1cc(=O)oc2c3c(cc(OCC(=O)NCc4cccnc4)c12)OC(C)(C)CC3	/	-5	3	-2	-0.6	-2	-1.0	7	/	-4
COc1ccc(C2C(C(=O)NCCN3CCOCC3)c3ccccc3C(=O)N2C)cc1OC (configuration not stated)	-3	-2	1	0	-1.0	0	-1.5	-1	/	2
COc1ccc(NC(=O)C23CC4CC(C2)CC(n2cnc(Br)n2)(C4)C3)c(OC)c1	1	-4	0	11	-1.8	-2	0.9	-17	102	1

Remaining list, next part:
SMILES	NSD2 inh	Keap1 Nrf2 FP	V-ATPase pH	Arr AP2 block	CAL PDZ FP-1	DAGLB inhibitor	LANA DNA inh	RTF Ca sens inh	Pemphigus Ab inh	CAL PDZ FP-2
Nc1nonc1C(=O)N/N=C/c1ccc(-c2cccc([N+](=O)[O-])c2)o1	-1	-4	1	1	-0.6	-1	-0.3	-2	95	/
O=C(NCc1ccc(F)cc1)c1ccc(Cl)c(NC2=NC3CS(=O)(=O)CC3S2)c1 (configuration not stated)	/	-4	2	-1	-0.7	1	0.6	-12	91	-4
COc1ccc(OC)c(N(CC(=O)Nc2ccc3c(c2)OCO3)S(=O)(=O)c2ccccc2)c1	/	-4	3	-7	-1.0	2	-0.8	5	/	-3
COCCCNC(=O)c1c(N)n(/N=C/c2ccccn2)c2nc3ccccc3nc12	-4	2	-3	1	-3.1	0	1.2	0	/	-5
CCCCNC(=S)NNC(=O)c1cccnc1	-1	-3	1	-8	/	-3	-0.2	-3	/	-2
COCCn1c(=O)[nH]c2cc(C(=O)N3CCN(c4ccccc4OC)CC3)ccc2c1=O	3	0	10*	6	-0.3	-1	1.4	-10	111	-4
COc1ccc(CC2(C)OC(c3ccccc3)=NN2C(C)=O)cc1 (configuration not stated)	-2	6	-2	-9	0.6	-1	-0.1	8	96	/
COc1ccc(CNC(=O)C2CSC(c3ccc(OC)cc3)N2C(C)=O)cc1 (configuration not stated)	/	-2	-3	-8	-0.8	1	0.0	-4	108	-4
CCOC(=O)c1ccc(-c2cccc(-c3cc(=O)oc4cc(OC)cc(OC)c34)c2)cc1	/	0	1	-15	-0.2	-1	3.3	1	93	-2
CCC(=O)Nc1ccc(NC(=O)CSc2nc3cc4c(cc3cc2C)CCC4)cc1	0	4	2	0	-0.9	-1	-0.6	-10	89	-2
O=C1/C(=C\c2ccc([N+](=O)[O-])cc2)CCc2ccccc21	1	-7	-2	8	-2.2	-2	-0.2	0	80	-4
N/C(=N\OC(=O)Cc1ccc(-c2ccccc2)cc1)c1ccncc1	/	0	1	2	-0.2	-5	0.7	-7	97	3
O=C(c1ccco1)N1CCN(C(=O)c2ccc(CS(=O)c3ccc(Br)cc3)o2)CC1 (configuration not stated)	-1	/	3	/	/	0	/	/	110	/
O=C(CCC1CCCC1)N=C1SC2CS(=O)(=O)CC2N1c1ccccc1F (configuration not stated)	1	-3	2	-6	-1.3	0	1.4	4	/	-7
CCn1c(C(=O)N2CCc3ccccc3C2)cc2oc3ccccc3c21	5	-1	0	10	/	-13	-1.3	-15	/	-3
CCC(C)c1ccc(NC(=O)C2CC2)cc1 (configuration not stated)	/	-3	-1	-5	-0.8	-2	1.5	5	/	-1
Cc1ccsc1C(C(=O)NC(C)(C)C)N(C(=O)c1csnn1)c1ccccc1 (configuration not stated)	-1	2	0	-2	-0.6	-4	0.3	-3	98	/
COC(=O)c1sccc1NC(=S)N1CCN(c2ccccc2F)CC1	-1	-4	1	20	0.6	-4	1.6	8	/	1
CCOC(=O)c1c(NC(=O)C2C3CCC(O3)C2C(=O)O)sc(C)c1-c1ccc(F)cc1 (configuration not stated)	/	-3	3	-1	-2.8	5	3.2	-6	94	-3
COc1ccc(S(=O)(=O)N2CCN(C(=O)c3c(C)nn(-c4ccccc4)c3C)CC2)cc1	0	-5	3	-8	-0.9	-4	0.3	-12	/	-2
COc1cc(/C=C(/C#N)C(=O)NC(C)c2ccccc2)cc(OC)c1O (configuration not stated)	9	-20	-6	21	-3.4	3	-6.5	-10	113	-12
